# PAFAH1B2 inh – PAFAH1B2 (human) inhibition | 340,000 tested, 1.2% active | AID 492953 | P68402 | recombinant PAFAH1B2, FP-rhodamine activity probe, fluorescence polarization | inhibition, % at 3.39 µM;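 active = inhibition above the mean of all tested compounds plus 3 SD, cut at about 24% in these data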;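 also: 0% = enzyme with DMSO and 100% = wells lacking PAFAH1B2; many of its hits are not listed in these tables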
# Target sequence (P68402 whole entry, looked up): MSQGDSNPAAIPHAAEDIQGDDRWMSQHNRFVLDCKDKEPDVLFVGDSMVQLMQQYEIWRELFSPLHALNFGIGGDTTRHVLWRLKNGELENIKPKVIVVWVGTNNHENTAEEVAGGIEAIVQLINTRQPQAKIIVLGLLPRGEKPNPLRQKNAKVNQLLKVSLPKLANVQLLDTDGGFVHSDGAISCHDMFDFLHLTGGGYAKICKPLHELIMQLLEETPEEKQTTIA
# Fam108B counter – blocks mouse Fam108B hydrolase in RBBP9 counter-screen; recombinant Fam108B, FP-Rh probe fluorescence polarization; inhibition, % at 9.51 µM; 300,000 tested, 0.33% active; AID 1947;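 active = inhibition above the screen mean inhibition plus 3 SD, computed separately per campaign, cut at about 18% in these data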;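 also: inhibitors lower polarization as less probe binds the enzyme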
# pPAFAH inh – inhibitors of human plasma PAF acetylhydrolase (pPAFAH). Q13093. 330,000 tested, 1.5% active. AID 463082. inhibition, % at 3.39 µM. recombinant pPAFAH, FP-rhodamine probe fluorescence polarization;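 active = inhibition above the mean inhibition across the screen plus 3 SD, cut at about 25% in these data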;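 also: inhibitors block binding of the rhodamine activity-based probe so polarization drops; 0% = enzyme with DMSO and 100% = wells lacking pPAFAH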
# LYPLA1 inh – blocks human lysophospholipase 1, a PME1 counter-screen. O75608. recombinant LYPLA1, FP-Rh probe fluorescence polarization. inhibition, % at 5.9 µM. 320,000 tested, 0.16% active. AID 2174;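 active = inhibition above the mean of all tested compounds plus 3 SD, set per campaign, cut at about 14% in these data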;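 also: inhibitors block serine hydrolase probe labeling of LYPLA1 so polarization falls; 0% = enzyme with DMSO and 100% = wells lacking LYPLA1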
# Target sequence (O75608 whole entry, looked up): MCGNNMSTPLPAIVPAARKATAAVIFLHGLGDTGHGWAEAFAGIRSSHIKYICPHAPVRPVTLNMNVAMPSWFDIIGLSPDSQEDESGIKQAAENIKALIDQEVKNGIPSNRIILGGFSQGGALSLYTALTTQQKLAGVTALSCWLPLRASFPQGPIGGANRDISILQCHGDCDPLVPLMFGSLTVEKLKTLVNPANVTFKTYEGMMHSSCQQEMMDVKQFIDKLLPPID
# GSTO1 inh – blocks human GSTO1 in RBBP9 counter-screen. P78417. recombinant GSTO1, activity-based probe fluorescence polarization. inhibition, % at 5.96 µM. 300,000 tested, 1.1% active. AID 1974;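 active = inhibition above the campaign mean inhibition plus 3 SD, cut at about 35% in these data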;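 also: 0% = GSTO1-1 with DMSO and 100% = wells lacking GSTO1-1 enzyme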
# Target sequence (P78417 whole entry, looked up): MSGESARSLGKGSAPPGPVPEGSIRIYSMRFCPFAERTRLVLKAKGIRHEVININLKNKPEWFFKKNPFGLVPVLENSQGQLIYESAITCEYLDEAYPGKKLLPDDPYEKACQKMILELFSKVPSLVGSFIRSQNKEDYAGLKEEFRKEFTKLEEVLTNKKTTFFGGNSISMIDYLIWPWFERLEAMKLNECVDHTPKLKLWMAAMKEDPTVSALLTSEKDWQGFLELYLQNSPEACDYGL
# PAFAH2 inh – inhibitors of human PAFAH2 | Q99487 | 340,000 tested, 0.99% active | recombinant PAFAH2, FP-rhodamine activity probe, fluorescence polarization | inhibition, % at 3.39 µM;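 active = inhibition above the mean over all tested compounds plus 3 SD, cut at about 30% in these data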;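 also: inhibitors block probe labeling of enzyme so polarization drops; 0% = enzyme with DMSO and 100% = wells lacking PAFAH2 protein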
# PAFAH1B3 FP inh – inhibitors of human PAFAH1B3. inhibition, % at 3.39 µM. recombinant PAFAH1B3, FP-rhodamine probe, fluorescence polarization. Q15102. 340,000 tested, 0.28% active;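 active = inhibition above the screen-wide average of all tested compounds plus 3 SD, cut at about 25% in these data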;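 also: 0% = enzyme with DMSO only and 100% = wells lacking PAFAH1B3 protein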
# PME-1 primary – blocks human protein phosphatase methylesterase 1 | Q9Y570 | inhibition, % at 5.9 µM | 320,000 tested, 0.53% active | recombinant PME-1, FP-Rh probe fluorescence polarization;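 active = inhibition above the campaign mean of all compounds plus 3 SD, cut at about 26% in these data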;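 also: competitive labeling of PME-1 active site by serine hydrolase directed probe; 0% = PME-1 with DMSO and 100% = wells lacking PME-1 enzyme; inhibitors block probe labeling so polarization falls and inhibition rises; many of its hits are not listed in these tables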
# Target sequence (Q9Y570 whole entry, looked up): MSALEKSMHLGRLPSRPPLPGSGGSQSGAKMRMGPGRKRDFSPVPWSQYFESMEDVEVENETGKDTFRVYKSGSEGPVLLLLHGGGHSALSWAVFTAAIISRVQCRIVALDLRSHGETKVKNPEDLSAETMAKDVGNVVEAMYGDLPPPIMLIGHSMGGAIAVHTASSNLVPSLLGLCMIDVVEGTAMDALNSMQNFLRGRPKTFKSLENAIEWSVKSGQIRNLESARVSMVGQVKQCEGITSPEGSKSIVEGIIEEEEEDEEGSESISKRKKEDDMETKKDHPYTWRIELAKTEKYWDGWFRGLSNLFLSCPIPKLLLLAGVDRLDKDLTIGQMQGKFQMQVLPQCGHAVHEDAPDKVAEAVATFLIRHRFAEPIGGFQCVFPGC
# PAD4 inh – inhibitors of human PAD4. Q9UM07. recombinant PAD4, RCA probe fluorescence polarization. inhibition, % at 6.36 µM. 330,000 tested, 0.41% active. AID 485272;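 active = percent inhibition above a cutoff equal to the mean of all tested compounds plus 3 SD, cut at about 15% in these data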;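 also: 0% = PAD4 with RCA probe and DMSO and 100% = probe without PAD4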
# Active calls of the source: *; x = no result given; & = joins results of further samples. An excerpt, so the mix of outcomes need not match the whole.
SMILES,PAFAH1B2 inh,Fam108B counter,pPAFAH inh,LYPLA1 inh,GSTO1 inh,PAFAH2 inh,PAFAH1B3 FP inh,PME-1 primary,PAD4 inh
O=C(C(=O)N1CCN(c2ccccc2Cl)CC1)c1c[nH]c2ccccc12,3,-3,-2,-2,0,1,6,5,4
c1ccc(-c2noc(C34CC5CC(CC(C5)C3)C4)n2)nc1,18,2,2,-3,5,15,2,-3,0
CCOc1ccccc1NC(=O)COC(=O)C(CC)c1ccccc1 (stereo not drawn),1,5,2,1,2,2,5,-1,-2
Cc1nc(-c2cccc(NC(=O)c3cccs3)c2)cs1,-2,-5,-3,-5,-11,9,4,-9,-2
CCc1c(O)nc(SCc2ccc(F)cc2)[nH]c1=O,9,-3,6,1,15,3,2,-4,1
N/C(=N\OC(=O)c1cccs1)C1(c2ccc(Cl)cc2Cl)CC1,7,1,2,1,4,58*,5,0,-1
N#Cc1cc2c(nc1SCc1cccnc1)CCC2,1,7,2,-1,0,-8,3,8,-2
O=C1CC(c2ccccc2F)c2c(c3ccccc3[nH]c2=O)O1 (stereo not drawn),0,-1,1,7,-1,11,3,0,7
Cc1ccc(NC2=C(NCCO)C(=O)c3ccccc3C2=O)cc1,-3,1,-4,-6,49*,9,22,9,40*
CCOC(=O)CC1C(=O)NCCN1S(=O)(=O)c1ccc(Cl)cc1Cl (stereo not drawn),8,-1,2,4,0,8,7,2,-5
Cc1cccc(OCC(=O)N/N=C\C=C\c2ccc3c(c2)OCO3)c1C,1,-3,-8,1,4,1,6,-4,-6
O=c1cc(CCl)nc(Cc2c(Cl)cccc2Cl)[nH]1,13,1,-1,0,93*,10,-3,0,0
O=C(Nc1ccc(F)cc1F)Nc1sccc1-c1nc2ccccc2s1,-4,3,-1,-20,-21,9,3,-25,-24
CO/N=C\c1cc(C(=O)c2ccc(Cl)cc2Cl)cn1C,x,1,12,-2,-7,x,x,5,-6
NC(=S)Nc1cccc(Cl)c1,2,-4,1,-4,1,-10,8,4,1
Cc1nnc(SCC(=O)NNC(=O)c2ccco2)n1-c1ccccc1,4,4,6,-2,3,-3,0,5,-3
CC(C)N(Cc1ccccc1)C(=S)Nc1ccccc1F,x,3,-3,-2,1,x,x,1,4
COc1ccc(N(CC(=O)N/N=C/c2ccccc2OC)S(=O)(=O)c2ccccc2)cc1,1,-1,2,-2,-2,1,0,4,5
O=C(NCCCN1CCCC1)c1ccc2c(Cl)c3c(nc2c1)CCCC3,1,2,-1,2,-1,-4,-8,1,-1
COc1ccccc1CNC(=O)COC(=O)C1=COCCO1,4,-4,6,3,1,13,10,4,-2
O=C(COc1ccc([N+](=O)[O-])cc1)NC(C(=O)O)C(O)c1cccc([N+](=O)[O-])c1 (stereo not drawn),14,1,3,5,4,1,3,6,4
CC(C)C(=O)Nc1ccc(NC(=O)c2ccco2)cn1,3,4,3,1,-1,1,-3,5,3
Cc1c(C)n2c(SCC(=O)N3CCCC3)nnc2[nH]c1=O,4,-2,5,0,4,5,6,-5,-1
CCN(CC)C(=O)CSc1nnc([C@H](CCSC)NC(=O)OC(C)(C)C)o1,1,2,5,0,7,4,4,6,-3
COc1ccc(S(=O)(=O)Nc2cc([N+](=O)[O-])ccc2OC)cc1,3,3,-2,-8,1,2,5,-1,-5
# (listing goes on)
SMILES,PAFAH1B2 inh,Fam108B counter,pPAFAH inh,LYPLA1 inh,GSTO1 inh,PAFAH2 inh,PAFAH1B3 FP inh,PME-1 primary,PAD4 inh
CCOc1ccc(CN(C(=O)/C=C/c2ccco2)C2CCS(=O)(=O)C2)cc1 (stereo not drawn),-5,0,6,-4,8,4,-3,-1,-2
CC(C)c1ccc(NC(=O)CN2C(=O)NC(Cc3c[nH]c4ccccc34)C2=O)cc1 (stereo not drawn),19,x,9,-2,x,0,6,1,4
CSCCC(=O)Nc1ccc(C(C)=O)cc1,-3,1,2,0,4,7,7,1,-4
Cc1ccc(C)c(NC(=O)CN2C(=O)NC(CCc3ccccc3)C2=O)c1 (stereo not drawn),5,x,1,x,x,3,4,x,-3
CC1=CC(C)C2COC(c3ccc[n+](C)c3)C1C2C (stereo not drawn),2,0,5,0,1,-8,10,-4,2
CC[N+](CC)(CC)CC(=O)Nc1c(C)cccc1C,-6,-3,1,-2,30,0,6,-1,1
CCOC(=O)Cc1csc(NC(=O)CCc2ccc(S(=O)(=O)N3CCOCC3)cc2)n1,8,0,7,0,7,16,4,-1,-1
CCCC(=O)Nc1c2c(nn1-c1cccc(C)c1C)CS(=O)(=O)C2,3,3,0,-5,-5,3,7,-1,-3
Cc1[nH]n2c(=O)cc(C(C)C)nc2c1-c1ccccc1,4,-2,4,-6,0,4,1,-1,-1
O=C(NC12CC3CC(CC(C3)C1)C2)c1ccc(-c2ccccc2Cl)o1,-2,-9,0,-7,1,0,4,-10,-3
Cc1noc(NS(=O)(=O)c2ccc(NC(=O)c3cnc4n(c3=O)CCS4)cc2)c1C,-3,-1,4,1,-3,-12,-2,1,5
C[C@@H]1CN([C@@H](C)CO)C(=O)c2cc(NC(=O)Nc3ccc(F)cc3)ccc2O[C@@H]1CN(C)Cc1ccc(Oc2ccccc2)cc1,-7,x,-5,x,x,-10,-22,x,3
Cc1csc(C(C)N(C)C(=O)CCc2nnc(CCc3ccccc3)o2)n1 (stereo not drawn),7,-2,4,1,-2,-6,-1,0,2
Cc1ccc(NC(=O)c2cc(C)no2)cc1,2,3,3,3,1,-1,9,1,1
Cc1cc(N=NC(=O)c2ccccc2)ccc1O,-2,1,13,1,5,8,-4,-3,-7
COc1ccc(C(=O)Nc2ccc(S(=O)(=O)Nc3onc(C)c3C)cc2)cc1,-1,-1,2,2,-4,-4,2,1,-1
COc1cc(/C=C/CN2CCC(CO)(CC3CCCCO3)CC2)ccc1O (stereo not drawn),0,3,13,-5,5,1,8,-7,-5
CCOC(=O)C1CCCN(S(=O)(=O)c2cccc3nsnc23)C1 (stereo not drawn),2,-2,-1,-2,8,2,8,9,1
COc1ccc(OC)c(C2N(c3ccc(Cl)cc3)C(=O)C3CCCN32)c1 (stereo not drawn),1,-2,3,0,-1,3,3,-2,-5
NC(=O)CC(NC(=O)Cc1cccc2ccccc12)c1ccc(N2CCN(c3ccccn3)CC2)c([N+](=O)[O-])c1 (stereo not drawn),3,-2,2,-5,-1,-9,-4,11,-2
Clc1ccc(-c2cnc(Oc3ccccc3)nc2)cc1,7,1,6,0,-2,10,-3,-5,0
OCCN(CCO)Cc1csc2ccccc12,5,0,3,6,-1,-4,6,-1,0
COc1cccc(-n2c(SCC(=O)Nc3cc(C)on3)nc3ccccc3c2=O)c1,7,0,3,-1,0,-8,3,-3,0
CN(C)c1ccc(/C=N/NC(=O)CN(c2cccc(Cl)c2)S(C)(=O)=O)cc1Br,8,1,6,-2,3,8,-2,5,-4
COC(=O)c1ccccc1NC(=O)CSc1nnc(-c2ccc(OC)cc2)n1C,0,-1,-2,1,9,-7,4,-3,-7

# Among those listed so far, these have a thiophene ring, fused or not:
SMILES,PAFAH1B2 inh,Fam108B counter,pPAFAH inh,LYPLA1 inh,GSTO1 inh,PAFAH2 inh,PAFAH1B3 FP inh,PME-1 primary,PAD4 inh
Cc1nc(-c2cccc(NC(=O)c3cccs3)c2)cs1,-2,-5,-3,-5,-11,9,4,-9,-2
N/C(=N\OC(=O)c1cccs1)C1(c2ccc(Cl)cc2Cl)CC1,7,1,2,1,4,58*,5,0,-1
O=C(Nc1ccc(F)cc1F)Nc1sccc1-c1nc2ccccc2s1,-4,3,-1,-20,-21,9,3,-25,-24
OCCN(CCO)Cc1csc2ccccc12,5,0,3,6,-1,-4,6,-1,0

# Carrying on.
SMILES,PAFAH1B2 inh,Fam108B counter,pPAFAH inh,LYPLA1 inh,GSTO1 inh,PAFAH2 inh,PAFAH1B3 FP inh,PME-1 primary,PAD4 inh
COc1ccccc1NS(=O)(=O)c1ccc(C(=O)NCCCn2ccnc2)cc1,8,x,0,-1,x,3,1,10,3
CC(C)(C)NC(=O)[C@@H]1C[C@@H]2CCCC[C@@H]2CN1C[C@@H](O)[C@H](Cc1ccccc1)NC(=O)[C@H](CC(N)=O)NC(=O)c1ccc2ccccc2n1,5&9,0&-5,1&-3,-6&-8,-1&1,-3&-4,10&6,-3&-8,0&0
Cc1sc2nc(CSCC(=O)Nc3cc(F)ccc3F)[nH]c(=O)c2c1C,-5,x,1,1,x,7,5,11,-3
CC1(c2ccc(OC(F)F)cc2)NC(=O)N(CC(=O)Nc2cccc(F)c2)C1=O (stereo not drawn),1,-4,3,-1,-2,6,-3,-3,3
CCCNC(=O)c1cc2c(C(F)(F)F)nn(C)c2s1,1,-1,2,0,3,7,-2,-1,-7
COc1ccc(C2C(C(C)=O)=C(C)Nc3ncnn32)cc1OC (stereo not drawn),2,-4,4,2,6,3,-1,-3,-2
CCOC(=O)C1C(=O)NC(N2CCN(CC)CC2)=NC1c1ccccc1 (stereo not drawn),-2,-3,1,-3,3,-1,-4,3,-1
COc1cccc(OC)c1C(=O)OCC(=O)NCC(C)C,8,3,3,0,12,14,0,0,0
CCOc1cc(C2C3=C(CCCC3=O)N(CC(=O)O)C3=C2C(=O)CCC3)ccc1OC,3,-1,-1,2,5,1,10,-3,-3
C=CCNC(=S)N/N=C(\C)c1cccc(NC(C)=O)c1,2,-2,-9,-5,-3,9,8,-6,-1
CS(=O)(=O)N(CCc1ccccc1)CC(N)=O,4,-2,4,-3,3,3,6,1,0
CCc1ccc(C(=O)/C=C/NCc2ccc(F)cc2)cc1,6,2,2,0,1,-8,-1,-3,-8
CC(C)(C)S(=O)(=O)c1cnc2c(-c3ccc(Cl)cc3)cnn2c1N,3,-5,4,-3,-9,-7,8,-4,-2
O=C(COC(=O)c1cccs1)NC1CCCC1,-1,4,12,4,6,81*,1,-4,1
COC(=O)C1CCN(C(=O)c2sc3nc(-c4ccc(F)cc4)cn3c2C)CC1,4,0,0,-1,6,1,-3,-6,3
O=C1OCCC1Sc1nc2ccccc2[nH]1 (stereo not drawn),0,4,4,2,-2,-1,-3,1,1
Cc1ccc(NC(=O)C(c2ccccc2)N2CCN(C(=O)c3ccco3)CC2)cc1 (stereo not drawn),2,x,2,2,x,-1,-4,1,4
CCOc1ccc(N(CC(=O)NC2CCCCC2)C(=O)CSc2nnc(COc3ccccc3)o2)cc1,-1,1,-5,-1,4,-4,-3,-6,1
Cc1ccc(N(CC2CO2)S(=O)(=O)c2ccc(C)cc2)cc1 (stereo not drawn),11,9,3,-1,74*,7,8,2,1
COc1cc2c(cc1OC)C(=S)NC(C)(C)C2,6,-6,-2,-3,-3,2,10,3,0
O=[N+]([O-])c1ccc(NC2CCN(Cc3ccccc3)CC2)c([N+](=O)[O-])c1,2,-1,6,0,3,3,8,-1,-2
CCOC(=O)CSC1=C(C#N)C(c2ccco2)C(C(=O)OCc2ccccc2)=C(C)N1 (stereo not drawn),0,-2,3,-4,3,-3,2,-6,-2
O=C(NCc1ccccc1Cl)C1CCN(S(=O)(=O)N2CCCCC2)CC1,9,5,2,-3,1,4,6,6,-1
COc1ccc(C(=O)Nc2ccc3ncccc3c2)cc1,4,2,-2,-1,0,-14,-8,0,-1
Cc1cccc(C)c1NC(=O)COC(=O)c1ccccc1O,5,-1,-1,-3,6,-1,-3,-8,5
COc1ccc(OC)c(C(c2c(O)nc(SC)[nH]c2=O)c2c(O)nc(SC)[nH]c2=O)c1,6,4,8,2,9,7,9,-3,4
COc1cc2nc(C3CCC3)nc(N3CCN(c4ccccn4)CC3)c2cc1OC,-2,-1,2,3,-7,7,2,3,1
